JMJD2C inh = blocks human GASC-1 demethylase activity. Q9H3R0. GST-JMJD2C(1-420) H3K9me3 demethylation, DELFIA europium. inhibition, % at 2.35 µM. 330,000 compounds, 0.069% hits;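 active means more than half of a compound's replicate wells show inhibition beyond 50%, single wells judged on their own value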;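 further: signal counts dimethyl H3K9 product captured on neutravidin plate; 0% = median of DMSO wells and 100% = 0.3 times that DMSO median; strong numbers were not always called active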
RPL19A TOR yeast = modulators of TOR pathway RPL19A-GFP in S. cerevisiae; S. cerevisiae RPL19A-GFP strain, flow cytometry, 3 h; hits give low values; percent response vs DMSO, % at 10 µM; 330,000 compounds, 0.3% hits; AID 2025;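 active means percent response vs DMSO below 50%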;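 further: median channel GFP fluorescence of the barcoded RPL19A-GFP strain; ratio of sample median GFP to plate DMSO average so 100% = DMSO; lower means less RPL19A-GFP as with rapamycin TOR inhibition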
VLA-4 inh = inhibition in a human VLA-4 binding assay; P13612; VLA-4 expressing cells, ligand binding flow cytometry; inhibition, % (about 7 µM as worked out from the volumes in the protocol); 330,000 compounds, 0.2% hits; AID 2557; in the data active means inhibition above about 50%
GRK2 inh = blocks RNA aptamer binding to human GRK2. 330,000 compounds, 0.59% hits. P25098. bead flow cytometry, FAM-aptamer displacement from GRK2. inhibition of aptamer binding, % at 10 µM;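 active means inhibition of aptamer binding above 40%, roughly 3 SD of noise, on plates passing a quality check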;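 further: median bead fluorescence of bound FAM aptamer so fluorescent compounds give negative values; no value below 0 was filed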
Target sequence (P25098 whole entry, looked up): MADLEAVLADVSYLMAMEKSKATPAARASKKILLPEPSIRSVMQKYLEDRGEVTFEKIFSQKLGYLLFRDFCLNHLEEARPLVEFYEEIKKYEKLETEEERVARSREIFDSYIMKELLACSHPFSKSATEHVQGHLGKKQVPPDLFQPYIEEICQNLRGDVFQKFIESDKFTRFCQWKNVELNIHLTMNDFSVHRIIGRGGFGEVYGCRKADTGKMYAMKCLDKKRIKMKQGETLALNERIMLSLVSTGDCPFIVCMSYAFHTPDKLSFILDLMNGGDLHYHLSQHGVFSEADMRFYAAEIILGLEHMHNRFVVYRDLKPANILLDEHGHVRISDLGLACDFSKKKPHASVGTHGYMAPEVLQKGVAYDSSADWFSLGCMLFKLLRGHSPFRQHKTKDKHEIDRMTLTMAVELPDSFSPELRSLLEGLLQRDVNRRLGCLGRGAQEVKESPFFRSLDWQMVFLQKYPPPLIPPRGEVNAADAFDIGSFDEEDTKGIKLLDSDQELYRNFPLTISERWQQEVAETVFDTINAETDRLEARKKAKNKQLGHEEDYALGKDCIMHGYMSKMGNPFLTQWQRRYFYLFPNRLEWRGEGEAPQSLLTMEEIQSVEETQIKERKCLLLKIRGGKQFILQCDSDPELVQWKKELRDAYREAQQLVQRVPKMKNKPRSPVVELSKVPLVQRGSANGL
MEP2-GFP yeast = yeast TOR pathway MEP2-GFP modulation | S. cerevisiae MEP2-GFP strain, flow cytometry GFP, 3 h; 100% = DMSO control level | GFP response vs DMSO, % at 10 µM | 330,000 compounds, 0.51% hits;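 active means GFP response versus DMSO above a set limit, roughly screen mean plus 3 SD, cut at about 180% in these data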;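 further: median GFP fluorescence of the barcode-gated MEP2-GFP cells per well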
LAP4-GFP MLPCN = alters LAP4-GFP fluorescence in TOR pathway yeast screen; S. cerevisiae LAP4-GFP multiplex, flow cytometry GFP, 3 h; median GFP as percent of DMSO wells; GFP response vs DMSO, % at 10 µM; 320,000 compounds, 0.34% hits;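 active means GFP response vs DMSO above a set limit, about the screen mean plus 3 SD, cut at about 150% in these data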
CIT2 TOR yeast = yeast TOR pathway CIT2-GFP modulation; AID 2029; GFP response vs DMSO, % at 10 µM; 320,000 compounds, 0.065% hits; S. cerevisiae CIT2-GFP strain, flow cytometry, 3 h; 100 means same as DMSO wells;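 active means GFP response relative to DMSO above a set limit, near the screen mean plus 3 SD, cut at about 150% in these data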;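 further: ratio of well median GFP fluorescence to mean of DMSO wells on the plate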
AGP1 TOR yeast = alters AGP1-GFP fluorescence in TOR pathway yeast screen. S. cerevisiae AGP1-GFP multiplex flow cytometry, 3 h; GFP as percent of DMSO wells. GFP response vs DMSO, % at 10 µM. 320,000 compounds, 0.02% hits;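 active means GFP response relative to DMSO above a set limit, near screen average plus 3 SD, cut at about 150% in these data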;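 further: median GFP channel fluorescence of the gated AGP1 strain per well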
Starred values were filed as active, the others as inactive; · = no result given.

JMJD2C inh	RPL19A TOR yeast	VLA-4 inh	GRK2 inh	MEP2-GFP yeast	LAP4-GFP MLPCN	CIT2 TOR yeast	AGP1 TOR yeast	compound
-4	99	-127	0	107	98	97	97	Cc1cc2cc(CN(CC3CCCO3)C(=S)NCc3ccco3)c(=O)[nH]c2cc1C (stereo not drawn)
6	104	-3	2	99	96	97	101	COC(C(=O)Nc1ccnn1C1CCN(C(=O)c2ccc(C=O)cc2)CC1)c1ccccc1 (stereo not drawn)
17	102	-9	0	113	103	93	100	Cc1ccc(-c2cc(C(=O)Nc3ccc(S(=O)(=O)Nc4nccs4)cc3)c3ccccc3n2)c(C)c1
-10	97	13	4	105	114	98	100	Cc1oc2ccc(O)cc2c1C(=O)OC(C)C
1	98	0	0	100	99	103	105	COc1ccccc1C(CNC(=O)c1ccc(S(=O)(=O)N2CCCCC2)cc1)N(C)C (stereo not drawn)
4	95	-11	6	104	94	97	100	COc1ccc(C(CC(=O)N2CCCC2)c2c(OC)cc(OC)c3ccc(=O)oc23)cc1 (stereo not drawn)
-42	94	17	0	101	93	97	107	C(=N\c1nc2ccccc2[nH]1)/c1cccs1
-52	105	-17	4	107	104	109	108	O=C(C1=NNC2C(=O)N(c3ccccc3)C(=O)C12)c1nc(Cl)ccc1Cl (stereo not drawn)
-11	99	6	58*	102	94	104	101	Cn1c(=O)c2c(ncn2CC(=O)N2CCc3ccccc3C2)n(C)c1=O
-3	96	9	0	98	101	89	93	CCCOc1ccc2ccccc2c1/C=N/n1c(C)nnc1-n1nc(C)cc1C
-17	90	9	4	101	99	103	100	COc1cc(/C=C2/NC(=O)NC2=O)cc(Br)c1OCc1ccccc1
0	97	-4	4	113	92	102	91	O=C(NC1CCCCC1)c1cccnc1Sc1ccccc1
4	99	-8	0	102	100	109	108	CCc1n[nH]c2c1/C(=N/O)CCC2
·	100	13	1	101	95	97	102	NC(=O)C1CCN(C(=O)CNC(=O)c2ccc(F)cc2)CC1
-9	101	2	0	104	100	95	101	CSc1nnc(Cn2c(=O)sc3ccccc32)n1-c1cccc(Cl)c1
9	96	10	0	106	90	107	95	Nc1cc(=O)[nH]c(SCC(=O)Nc2ncc(C(F)(F)F)cc2Cl)n1
2	102	17	0	103	93	100	102	CCOc1ccc(NC(=O)CSc2nnc(-c3ccccn3)n2N)cc1
-7	98	20	0	101	110	102	103	O=C(NCCN1CCN(Cc2ccccc2)CC1)Nc1cc(Cl)cc(Cl)c1
-28	99	21	4	102	107	105	98	CCc1nc2ccccc2c(C(=O)OCc2nnc(-c3ccccc3)o2)c1C
0	102	0	1	100	107	84	94	CCOC(=O)c1c(NC(=O)COC(=O)CNC(=O)c2ccco2)sc(C)c1C
7	98	0	3	100	99	87	90	CN(C)C(=O)c1ccc(COc2ccccc2Br)o1
-1	112	1	0	110	103	109	110	CCc1ccc(C2c3[nH]c4ccccc4c3CCN2C(=O)c2cc(C)nn2C)cc1 (stereo not drawn)
6	91	-4	1	106	93	96	23	Cc1cccc(C(=O)N(Cc2cccs2)C2CCS(=O)(=O)C2)c1 (stereo not drawn)
17	98	5	0	104	99	100	100	CC(NC(=O)Cn1cnc2c1c(=O)n(C)c(=O)n2C)c1ccccc1 (stereo not drawn)
-5	89	27	0	105	88	94	85	COc1ccc(NCc2nc3ccccc3n2C)cc1
2	95	-4	1	100	103	101	99	CC(=O)c1ccc(NC(=O)C2CC(=O)N(C(C)C)C2)cc1 (stereo not drawn)
-1	93	0	1	95	94	94	95	O=C(N/N=C/c1ccc(OC(F)F)cc1)c1cc[n+]([O-])cc1
12	102	2	0	102	96	110	103	CC(C)C[C@H](NC(=O)OC(C)(C)C)C(=O)N/N=C/c1ccc2nccnc2c1
3	105	15	1	108	108	103	109	COc1ccccc1CN1CC(C(=O)NCc2cnn(C)c2)CCC1=O (stereo not drawn)
0	106	7	2	103	101	98	100	CCC(C)(C)n1nnnc1C(c1cccnc1)N1CCCC(C)C1 (stereo not drawn)
2	109	12	0	111	112	106	108	Cc1ccc(-c2ccc(=O)n(CC(=O)NCCCN3CCCCC3C)n2)cc1 (stereo not drawn)
18	96	46	0	99	117	88	97	CCOc1ccc(NC(=O)CN(C)C(=O)c2csc3c2CCCC3)cc1OCC
14	93	-2	2	95	93	·	90	Brc1ccc(C2C3=C(Nc4ncnn42)c2ccccc2OC3c2ccncc2)cc1 (stereo not drawn)
-5	94	24	0	90	106	85	99	COc1ccccc1Oc1ccc2c(c1)C(=O)N(c1ccccc1)C2=O
13	84	9	0	89	100	76	83	CC(C)(C)c1ccc(OCCC(=O)OCC(=O)NC2CC2)cc1
-2	93	-3	0	133	112	84	91	CC(=NCCc1ccccc1)C1=C(O)CSC1=O
24	90	3	0	90	94	101	94	O=C1CC(c2ccccc2)CC(=NCCO)/C1=C(\O)CCCN1C(=O)c2ccccc2C1=O (stereo not drawn)
-6	100	0	0	102	91	96	91	COc1ccc(C(NCC(=O)NC(C)c2ccc(Cl)cc2)c2ccccc2)cc1 (stereo not drawn)
6	105	1	1	117	100	112	105	O=C(OC[C@@H]1CCCN2CCCC[C@H]12)c1cc2ccccc2oc1=O
4	106	-1	0	103	103	105	99	O=c1ccc2ccc(Oc3ccc([N+](=O)[O-])cc3Cl)cc2o1
32	104	5	2	108	88	114	103	COc1ccc(Oc2nc(OC)cc(OC)n2)cc1
-4	92	1	0	98	95	85	91	O=C(NCCOCC(F)(F)C(F)F)c1cc(F)c(F)cc1Cl
0	90	-3	4	95	101	77	73	CCCCNC(=O)c1onc(CSc2ccccc2C)c1C(=O)O
-1	96	18	0	101	98	88	99	O=C(COC(=O)c1ccc[n+]([O-])c1)Nc1ccc([N+](=O)[O-])cc1Cl
-5	105	30	0	106	108	106	113	Nc1c(N(CCO)C(=O)/C=C/c2ccco2)c(=O)[nH]c(=O)n1Cc1ccccc1
12	94	-13	0	88	93	99	95	O=C(O)CSc1nnc(COc2ccc([N+](=O)[O-])cc2)n1-c1ccccc1
15	98	-10	0	91	92	99	101	COCC(=O)N1CCC(Oc2ccc(C(=O)NCc3cc(C(C)C)no3)cc2)CC1
-11	105	6	0	106	94	108	102	CC(=O)Nc1nc(SCC(=O)NCc2ccc(F)cc2)[nH]c(=O)c1NC(=O)c1cccs1

Some of the entries above in another layout.
smiles	JMJD2C inh	RPL19A TOR yeast	VLA-4 inh	GRK2 inh	MEP2-GFP yeast	LAP4-GFP MLPCN	CIT2 TOR yeast	AGP1 TOR yeast
CCOc1ccc(NC(=O)CN(C)C(=O)c2csc3c2CCCC3)cc1OCC	18	96	46	0	99	117	88	97
Brc1ccc(C2C3=C(Nc4ncnn42)c2ccccc2OC3c2ccncc2)cc1 (stereo not drawn)	14	93	-2	2	95	93	·	90
COc1ccccc1Oc1ccc2c(c1)C(=O)N(c1ccccc1)C2=O	-5	94	24	0	90	106	85	99
CC(C)(C)c1ccc(OCCC(=O)OCC(=O)NC2CC2)cc1	13	84	9	0	89	100	76	83
CC(=NCCc1ccccc1)C1=C(O)CSC1=O	-2	93	-3	0	133	112	84	91
O=C1CC(c2ccccc2)CC(=NCCO)/C1=C(\O)CCCN1C(=O)c2ccccc2C1=O (stereo not drawn)	24	90	3	0	90	94	101	94
COc1ccc(C(NCC(=O)NC(C)c2ccc(Cl)cc2)c2ccccc2)cc1 (stereo not drawn)	-6	100	0	0	102	91	96	91
O=C(OC[C@@H]1CCCN2CCCC[C@H]12)c1cc2ccccc2oc1=O	6	105	1	1	117	100	112	105
O=c1ccc2ccc(Oc3ccc([N+](=O)[O-])cc3Cl)cc2o1	4	106	-1	0	103	103	105	99
COc1ccc(Oc2nc(OC)cc(OC)n2)cc1	32	104	5	2	108	88	114	103
O=C(NCCOCC(F)(F)C(F)F)c1cc(F)c(F)cc1Cl	-4	92	1	0	98	95	85	91
CCCCNC(=O)c1onc(CSc2ccccc2C)c1C(=O)O	0	90	-3	4	95	101	77	73
O=C(COC(=O)c1ccc[n+]([O-])c1)Nc1ccc([N+](=O)[O-])cc1Cl	-1	96	18	0	101	98	88	99
Nc1c(N(CCO)C(=O)/C=C/c2ccco2)c(=O)[nH]c(=O)n1Cc1ccccc1	-5	105	30	0	106	108	106	113

Remaining list, next part.
JMJD2C inh	RPL19A TOR yeast	VLA-4 inh	GRK2 inh	MEP2-GFP yeast	LAP4-GFP MLPCN	CIT2 TOR yeast	AGP1 TOR yeast	compound
5	96	26	0	96	109	91	100	Cc1ccc2nc(SCC(=O)Nc3nonc3N)[nH]c2c1
-1	96	4	3	100	104	91	101	C/C(=N\NC(=O)C(O)c1ccccc1)c1ccc(C)s1 (stereo not drawn)
-3	97	17	0	102	101	103	101	N#C/C(=C/c1ccc(OCc2ccccc2)cc1)C(=O)NC1CCCCC1
-9	101	5	4	90	96	101	106	CN(CC(=O)NCCCc1ccccc1)Cc1ccc(Br)cc1
-7	102	11	9	94	95	102	101	O=C(Nc1cccc([N+](=O)[O-])c1)c1ccc2ccccc2c1O
-10	100	-1	0	101	101	93	93	Cc1ccc(Nc2nnc(SC3CCOC3=O)s2)c(C)c1 (stereo not drawn)
4	98	5	0	99	102	101	99	CC1Cc2ccccc2N1C(=O)c1cc2sccc2n1Cc1ccccc1 (stereo not drawn)
0	105	5	0	102	105	105	103	CCN(CC)S(=O)(=O)c1cc(C(=O)Nc2cccnc2)ccc1Cl
13	96	8	0	91	79	77	81	COc1cc(OC)c(C(=O)OCCCOC(=O)c2cc(OC)c(OC)cc2OC)cc1OC

From PubChem BioAssay
